# KCNH2 WT inh: qHTS for Inhibitors of KCHN2 3.1: Wildtype qHTS | U2OS, BacMam KCNH2, thallium flux FluxOr; hits give low values | Voltage-gated inwardly rectifying potassium channel KCNH2 (Homo sapiens), Q12809 | 0.37% of 340,000 active | activity change, % at 1.84 µM | AID 720551, 2013;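 active = maximum activity change below -70%; inconclusive = maximum activity change between -70% and -50%; inactive = maximum activity change above -50%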
# Target sequence (Q12809 whole entry, looked up): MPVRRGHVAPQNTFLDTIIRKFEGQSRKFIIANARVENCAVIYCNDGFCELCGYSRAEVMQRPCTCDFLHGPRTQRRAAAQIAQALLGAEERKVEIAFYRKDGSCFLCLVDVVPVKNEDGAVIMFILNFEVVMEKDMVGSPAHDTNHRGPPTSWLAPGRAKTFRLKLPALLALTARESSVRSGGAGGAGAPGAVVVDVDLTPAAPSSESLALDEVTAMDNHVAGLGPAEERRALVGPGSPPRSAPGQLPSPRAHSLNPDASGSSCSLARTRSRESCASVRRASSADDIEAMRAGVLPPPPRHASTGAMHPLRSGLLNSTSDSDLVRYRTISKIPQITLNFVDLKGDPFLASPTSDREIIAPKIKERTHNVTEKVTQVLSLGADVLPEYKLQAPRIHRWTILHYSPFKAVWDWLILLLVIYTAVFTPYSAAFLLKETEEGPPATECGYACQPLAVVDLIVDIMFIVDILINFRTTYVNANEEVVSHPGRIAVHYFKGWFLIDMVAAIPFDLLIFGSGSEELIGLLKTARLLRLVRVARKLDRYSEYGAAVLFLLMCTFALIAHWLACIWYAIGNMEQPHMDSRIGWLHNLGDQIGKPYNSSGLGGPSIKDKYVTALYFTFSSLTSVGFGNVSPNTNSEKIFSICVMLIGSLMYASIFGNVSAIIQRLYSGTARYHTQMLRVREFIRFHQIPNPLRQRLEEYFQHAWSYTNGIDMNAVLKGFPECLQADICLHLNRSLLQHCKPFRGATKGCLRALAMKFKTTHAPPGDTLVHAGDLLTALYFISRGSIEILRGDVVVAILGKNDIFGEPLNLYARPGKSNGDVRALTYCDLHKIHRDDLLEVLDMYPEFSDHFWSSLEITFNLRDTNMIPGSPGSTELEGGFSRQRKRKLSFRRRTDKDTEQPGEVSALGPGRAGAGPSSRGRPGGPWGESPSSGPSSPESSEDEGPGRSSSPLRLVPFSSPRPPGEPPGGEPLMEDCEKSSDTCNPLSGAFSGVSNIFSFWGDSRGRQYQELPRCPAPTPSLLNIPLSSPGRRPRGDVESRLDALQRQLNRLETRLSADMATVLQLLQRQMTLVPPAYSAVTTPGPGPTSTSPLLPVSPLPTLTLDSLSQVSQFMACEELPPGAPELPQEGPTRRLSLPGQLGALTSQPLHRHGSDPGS
#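 U2OS cells transduced with wild-type KCNH2 virus are loaded with FluxOr dye for 45 min, and thallium flux is measured in kinetic reads before and after stimulation buffer. Rate constants are normalized to DMSO controls.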
# Giardia killer: Small Molecules that selectively kill Giardia lamblia: qHTS; Giardia lamblia trophozoite viability; activity change, % at 7.66 µM, hits read low; 0.15% of 340,000 active; in the data active = activity change below about -80%; inconclusive = between about -30% and that limit;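 note: parasites exposed to compound for two days anaerobically before the ATP read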
#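 Trophozoites 100 cells/well + cpd; 48 hrs, 37 deg C, anaerobic. ATPLite 1-Step added, 15-30 min RT, luminescence read (ATP-based viability).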
# KCNH2 3.1 inh: qHTS for Inhibitors of KCHN2 3.1: Mutant qHTS | U2OS KCNH2 3.1, thallium flux FluxOr; hits give low values | activity change, % (tested at about 1.8 µM) | 0.95% of 340,000 active;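 active = maximum activity change below -70%; inconclusive = maximum activity change from -70% to -50%; inactive = maximum activity change above -50%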;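 note: thallium influx rate constant from kinetic fluorescence after stimulation buffer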
#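 Steps: virus added to U2OS suspension (4 h, RT, dark); medium with 10% FBS added, cells plated, 37 C overnight; FluxOr/Red40 loading buffer 45 min RT; stimulation buffer, 2 min kinetic read; rate constant normalized.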
# uPA generation: qHTS for Inhibitors of Cell Surface uPA Generation; cell surface uPA generation assay, qHTS; Potency, µM (top dose mostly 38.3 µM), for inactives: at the top dose activity change, negative = inhibition, hits mostly inhibitors; 0.31% of 330,000 active; AID 540303, 2011; active = well fitted inhibition curve with a large enough effect; inconclusive = small, poorly fitted or top-dose-only effect; inactive = no such curve, though single readings can be large or run the other way; tested in mouse RAW 264.7 cells; note: potency is the fitted concentration of half-maximal effect; nearly all actives have a fitted effect of over 55% in size
# An asterisk follows results filed as active; ? = inconclusive. % is set by controls: 0 for no effect and ±100 for the full control effect. Not all compounds are listed, so the mix of outcomes need not match the whole.
1. CCCCC(=O)c1ccc(OC(=O)c2ccc([N+](=O)[O-])cc2)cc1
2. C[C@@H]1CN([C@H](C)CO)C(=O)c2cc(NC(=O)Nc3ccc(C(F)(F)F)cc3)ccc2O[C@H]1CN(C)C(=O)Nc1ccc(F)cc1
3. CC(C)C[C@H]1CNC(=S)N1CC1CCN(CCCC2CCCC2)CC1
4. Cc1cccc(C(=O)Nc2c(C(=O)N3CCN(C)CC3)cnn2-c2ccccc2)c1
5. O=C1CCC[C@@H]2C[C@@]3(C[C@@H]4CCN1[C@H]24)Nc1cc(Cl)ccc1NC3=NC1CCCCC1
6. COc1ccc(-n2nnc3c(SCC(=O)N4CCCc5ccccc54)ncnc32)cc1

assay / entry	1	2	3	4	5	6
KCNH2 WT inh	-2.6	-9.0	?	4.7	15.6	-5.9
Giardia killer	-14.0	7.3	5.3	10.2	-12.4	-22.2
KCNH2 3.1 inh	9.9	27.5	?	-0.2	1.7	4.9
uPA generation	1.5%	-1.5%	-19.9%	4.3%	9.5%	0.0%

# Compound profiles, from the list above. Screens in order: KCNH2 WT inh, Giardia killer, KCNH2 3.1 inh, uPA generation
# `CCCCC(=O)c1ccc(OC(=O)c2ccc([N+](=O)[O-])cc2)cc1` is listed with -2.6, -14.0, 9.9, 1.5%
# `C[C@@H]1CN([C@H](C)CO)C(=O)c2cc(NC(=O)Nc3ccc(C(F)(F)F)cc3)ccc2O[C@H]1CN(C)C(=O)Nc1ccc(F)cc1` is listed with -9.0, 7.3, 27.5, -1.5%

# (list continues)
7. O=C(NCc1ccco1)c1cc(-c2ccccc2)nn1CC1CC(c2cccnc2)=NO1 (centres undefined)
8. COC(=O)C1CC2=C(CCC2=O)N(c2ccccc2)C1=O (centres undefined)
9. CN(C(=O)c1cccc(NC(=O)Cc2ccc(NC(=O)C3CCN(S(=O)(=O)c4cccc([N+](=O)[O-])c4)CC3)cc2)c1)C1CCCCC1
10. CC12CCC=CC1=C(C=O)C1C2CCC2(C)C(O)CCC12 (centres undefined)
11. CC(C)Sc1ncnc2[nH]ncc12
12. COc1ccccc1NS(=O)(=O)c1ccc(C)c(C(=O)Nc2ccc(S(=O)(=O)Nc3onc(C)c3C)cc2)c1

assay / entry	7	8	9	10	11	12
KCNH2 WT inh	9.1	1.0	0.3	2.2	9.7	1.9
Giardia killer	15.4	2.7	?	-12.3	-8.9	4.3
KCNH2 3.1 inh	-1.8	21.0	-10.2	-4.9	11.6	14.4
uPA generation	-20.1%	7.4%	4.7%	-3.2%	-9.5%	-6.6%

13. CCCCN1C=C(C(C)=O)C(=O)CC1
14. N#CC1C(=O)NC(=O)C(C#N)C12CCCC(C(F)(F)F)C2 (centres undefined)
15. O=C(N/N=C/c1ccc(O)cc1O)C1CC1
16. COc1ccc(CCNC(=O)c2ccc(NC(=O)CC3SC(N4CCCCC4)=NC3=O)cc2)cc1 (centres undefined)
17. CCCN[C@H]1CCc2nc(N)sc2C1
18. COc1ccc2ccccc2c1/C=N\NC(=O)c1cccnc1

assay / entry	13	14	15	16	17	18
KCNH2 WT inh	3.5	7.3	-13.2	-7.0	5.6	-0.3
Giardia killer	-0.7	6.6	16.4	-12.4	-2.9	22.9
KCNH2 3.1 inh	1.1	-1.4	4.1	0.1	-0.1	1.9
uPA generation	5.1%	-3.1%	-11.6%	10.6%	5.7%	-1.5%

19. CC(C)CN(CC(C)C)c1nn[nH]n1
20. OC(COCc1ccccc1F)CN1CCCCC1 (centres undefined)
21. COc1ccc(C(C)(C)C)cc1S(=O)(=O)NCC1CCCO1 (centres undefined)
22. CC(=O)NC1CC2CCCC(C1)N2C(=O)Nc1ccccc1C (centres undefined)
23. C=C1CCN([C@@H](Cc2ccccc2)C(=O)N2CCOCC2)S(=O)(=O)c2ccccc21
24. O=C(CN1CCOCC1)N1CCOCC1

assay / entry	19	20	21	22	23	24
KCNH2 WT inh	-13.3	-5.4	2.9	-2.3	-3.2	-6.9
Giardia killer	-10.6	9.3	-4.9	7.4	-15.7	-2.2
KCNH2 3.1 inh	37.5	7.8	12.9	6.5	12.7	6.9
uPA generation	0.2%	4.0%	-3.8%	9.2%	1.3%	0.4%

25. CN(C(=O)c1ccc(NC(=O)Cc2ccc(NC(=O)C3CCN(C(=O)c4ccccc4)CC3)cc2)cc1)C1CCCC1
26. OCc1ccnc2oc3ccccc3c12
27. CNS(=O)(=O)c1cc(-c2nnc(N3CCOCC3)c3ccccc23)ccc1C
28. C=CCNC(=S)N/N=C/c1ccc(-c2ccc(Cl)cc2Cl)o1
29. COCOc1ccc(C=O)c(OCOC)c1
30. Cc1cc(C)cc(C(=O)N2CCCCC2)c1

assay / entry	25	26	27	28	29	30
KCNH2 WT inh	-6.3	2.5	-0.7	-3.5	4.0	-5.7
Giardia killer	8.3	8.5	3.0	10.2	19.0	10.4
KCNH2 3.1 inh	-6.2	-3.7	-7.2	-27.2	3.5	-15.3
uPA generation	2.7%	3.5%	2.3%	-3.8%	?	1.0%

31. O=C(/C=C/c1ccccc1)Nc1cccc(C(=O)N2CCCCC2)c1
32. COc1ccc(CNC(=O)CN2CCC(NC(=O)c3cccc(OC)c3)CC2)cc1
33. O=C1C2CCCCN2C(=O)N1CCCN1CCN(c2cccc(C(F)(F)F)c2)CC1 (centres undefined)
34. CC(=O)C1CCC2C3CCC4CC(OC(=O)CCC(=O)O)CCC4(C)C3C(=O)CC12C (centres undefined)
35. Cc1ccc(S(=O)(=O)n2cccc2C)cc1
36. O=C1NC(=S)S/C1=C\c1cc(Cl)cc(Cl)c1O

assay / entry	31	32	33	34	35	36
KCNH2 WT inh	-1.4	4.9	-1.6	4.2	3.9	-18.9
Giardia killer	4.2	10.6	0.8	-21.4	1.7	16.1
KCNH2 3.1 inh	-7.6	-10.9	-12.4	11.0	-2.4	2.1
uPA generation	-25.6%	-1.2%	-1.6%	-3.6%	4.4%	-0.2%

# 5 entries from above, arranged by their value in uPA generation, descending:
no. | compound | uPA generation
35 | Cc1ccc(S(=O)(=O)n2cccc2C)cc1 | 4.4%
36 | O=C1NC(=S)S/C1=C\c1cc(Cl)cc(Cl)c1O | -0.2%
32 | COc1ccc(CNC(=O)CN2CCC(NC(=O)c3cccc(OC)c3)CC2)cc1 | -1.2%
34 | CC(=O)C1CCC2C3CCC4CC(OC(=O)CCC(=O)O)CCC4(C)C3C(=O)CC12C (centres undefined) | -3.6%
31 | O=C(/C=C/c1ccccc1)Nc1cccc(C(=O)N2CCCCC2)c1 | -25.6%

# (further entries)
37. CN(C)c1ccc(C=C2C=CC=C2)cc1
38. C=CCc1cc(C=Nc2ccc(N3CCOCC3)cc2)cc(OCC)c1O
39. CC(C)Nc1ncnc2[nH]ncc12
40. COc1ccc(/C=N\NC(=O)c2cccc(F)c2)cc1COc1ccccc1
41. O=c1c2ccccc2nnn1CSc1nc2cc(Cl)ccc2c(=O)n1Cc1ccco1
42. COCCCn1c(SCC(=O)N2CCc3ccccc32)nnc1-c1ccoc1C

assay / entry	37	38	39	40	41	42
KCNH2 WT inh	-1.4	9.9	11.1	-11.4	-0.2	7.2
Giardia killer	24.2	-0.9	16.6	22.7	0.2	5.4
KCNH2 3.1 inh	-1.4	12.3	-18.9	-3.9	2.4	3.8
uPA generation	-2.8%	-7.0%	-1.3%	1.0%	-1.7%	4.8%

43. CC(C)Oc1ccc(S(=O)(=O)N2CCOCC2)cc1NC(=O)c1nn(C)c(=O)c2ccccc12
44. NC(=O)c1ccc(NC(=O)CNc2cc(S(=O)(=O)N3CCOCC3)ccc2N2CCCC2)cc1
45. Cc1csc2nc(CNS(=O)(=O)c3cccnc3)cn12
46. C#CCOCCOCCOCCNc1nc(N2CCN(C(=O)[C@H]([C@@H](C)CC)n3cc(CCC(=O)O)nn3)CC2)nc(N2CCN(C(=O)[C@H](CCCCN)n3cc(CCC(=O)O)nn3)CC2)n1
47. CCC(C)NS(=O)(=O)c1ccc(NC(=O)CNCc2cccs2)cc1 (centres undefined)
48. c1ccc2c(c1)[nH]c1ccccc12

assay / entry	43	44	45	46	47	48
KCNH2 WT inh	-18.9	-13.3	3.3	-3.5	5.8	1.2
Giardia killer	-9.5	5.0	10.6	14.0	18.1	2.1
KCNH2 3.1 inh	-9.4	5.6	-4.2	48.8	-0.1	8.8
uPA generation	-10.5%	11.6%	3.6%	1.0%	-2.0%	5.8%

49. C/C(=N\NC(=O)c1ccc(O)cc1)c1cccc(NC(=O)c2ccc(Cl)cc2)c1
50. Fc1ccc(Oc2ccnc(Cl)n2)c(Cl)c1
51. O=C(OCc1ccccc1C(F)(F)F)c1ccc(Br)c(S(=O)(=O)N2CCOCC2)c1
52. COc1ccc(NC(=O)CCC(=O)c2ccc(F)cc2)cc1
53. COc1cc(C2c3[nH]c4ccccc4c3CC3COC(=O)N32)cc(OC)c1O (centres undefined)
54. COc1cc(C2c3c(oc4c(C)cc(C)cc4c3=O)C(=O)N2Cc2cccnc2)ccc1O (centres undefined)

assay / entry	49	50	51	52	53	54
KCNH2 WT inh	1.5	-5.7	-1.1	-5.5	-6.3	1.9
Giardia killer	9.8	-2.6	17.2	-4.1	-11.2	7.6
KCNH2 3.1 inh	-9.3	2.8	-6.4	6.9	18.9	4.0
uPA generation	-8.3%	-1.1%	-4.5%	-6.5%	-8.1%	-5.2%

55. COc1ccc(-c2cc3cc(OC)c(OC)cc3cn2)cc1OC
56. Cc1ccc(-n2c(C)nc3ccsc3c2=O)cc1
57. CN(C(=O)c1cccc(NC(=O)Cc2ccc(NC(=O)C3CCN(C(=O)c4ccccc4)CC3)cc2)c1)C1CCCC1
58. S=c1[nH]cc(Oc2ccc(Cl)cc2Cl)c(=S)[nH]1
59. O=C1CCC[C@@H]2Cc3nc4cc5c(cc4cc3[C@@H]3CCN1[C@H]23)OCO5
60. COc1ccc([C@H]2/C=C\CN(C(=O)c3ccc(C)cc3)[C@@H](C)C(=O)N2Cc2ccc(F)cc2)cc1

assay / entry	55	56	57	58	59	60
KCNH2 WT inh	-7.9	1.5	-1.9	-1.3	8.0	-12.0
Giardia killer	-4.8	11.8	3.4	-5.7	8.5	-3.2
KCNH2 3.1 inh	4.4	-29.7	5.9	1.4	14.9	-1.0
uPA generation	-4.1%	-0.9%	12.7%	-1.7%	?	?

61. O=C(NCCc1ccc(Cl)cc1)C1CC(=O)N(C2CCCCC2)C1 (centres undefined)
62. Cc1nc2sc(C(c3ccco3)N3CCC4(CC3)OCCO4)c(O)n2n1 (centres undefined)
63. c1ccc(CCNCc2cccs2)nc1
64. O=C(CN1CCN(CC(=O)c2ccccc2)CC1)c1ccccc1
65. C[C@H]1CC[C@@]2(O[C@@H](CCO)C[C@H](O)[C@H]2O)O1
66. C=CS(=O)(=O)N(Cc1ccccc1Br)[C@H](CO)Cc1ccccc1

assay / entry	61	62	63	64	65	66
KCNH2 WT inh	5.1	1.5	-0.5	1.1	-7.7	8.4
Giardia killer	2.0	-0.1	-3.5	9.4	-11.8	17.6
KCNH2 3.1 inh	17.9	-5.1	-0.6	-0.8	17.3	-5.1
uPA generation	-2.9%	-6.6%	1.1%	3.2%	2.8%	?

67. CC(C)NC1(C#N)CCN(Cc2ccccc2)CC1
68. CC(=O)c1ccc(OCC(=O)NCCC2=CCCCC2)cc1
69. COc1ccc(C(=O)NC(=S)NC(C)c2ccccc2)cc1 (centres undefined)
70. c1coc(-c2nc3ccccc3s2)c1
71. CNS(=O)(=O)c1ccc(CNC[C@H]2O[C@@H](n3cnc(C(N)=O)n3)[C@H](O)[C@@H]2O)cc1
72. CS(=O)(=O)c1ccc(NC(=O)c2cc3c(cc2Cl)N2CCCCCC2=NS3(=O)=O)cc1

assay / entry	67	68	69	70	71	72
KCNH2 WT inh	-1.5	2.1	-4.4	4.4	-4.1	-0.9
Giardia killer	-3.5	12.0	-8.4	5.5	-2.0	-2.2
KCNH2 3.1 inh	19.5	8.5	-11.6	4.6	-4.0	-2.6
uPA generation	3.6%	3.3%	2.1%	-3.1%	0.9%	0.3%

73. O=c1c2ccccc2nc(-c2ccccc2)n1O
74. Cc1ccccc1C(=O)N1[C@@H](C(C)C)COc2cc(Br)ccc2S1(=O)=O
75. O=C(Oc1ccc(/C=N/NC(=O)c2ccccn2)cc1)c1ccc(Br)cc1
76. OC(c1cc(-c2cccc(Cl)c2)nc2ccccc12)C1CCCCN1 (centres undefined)
77. Cc1ccc(NC(=O)/C=C/c2ccco2)cc1S(=O)(=O)N1CCCCCC1
78. COc1cccc(/C=N/NC(=O)NC23CC4CC(CC(C4)C2)C3)c1O
79. O=C(O)C(c1ccccc1)c1ccccc1

assay / entry	73	74	75	76	77	78	79
KCNH2 WT inh	6.6	0.7	-25.8	3.5	-5.5	-1.3	-1.1
Giardia killer	-3.3	2.5	-29.6	2.3	-6.9	-26.0	?
KCNH2 3.1 inh	-21.0	-19.6	-6.5	-14.8	-15.6	3.6	-0.1
uPA generation	9.5%	-29.2%	-0.8%	1.9%	0.891µM*	-10.9%	-3.3%

# High-throughput results (PubChem)
